NPY Y2 blocker – antagonists of human neuropeptide Y receptor Y2; P49146; inhibition, % at 2.7 µM; NPY-Y2 expressing cells, antagonist mode; AID 793; 0.99% of 140,000 active; in the data active = inhibition above about 17%;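 also: 0% = vehicle with agonist challenge and 100% = reference antagonist with challenge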
Target sequence (P49146 whole entry, looked up): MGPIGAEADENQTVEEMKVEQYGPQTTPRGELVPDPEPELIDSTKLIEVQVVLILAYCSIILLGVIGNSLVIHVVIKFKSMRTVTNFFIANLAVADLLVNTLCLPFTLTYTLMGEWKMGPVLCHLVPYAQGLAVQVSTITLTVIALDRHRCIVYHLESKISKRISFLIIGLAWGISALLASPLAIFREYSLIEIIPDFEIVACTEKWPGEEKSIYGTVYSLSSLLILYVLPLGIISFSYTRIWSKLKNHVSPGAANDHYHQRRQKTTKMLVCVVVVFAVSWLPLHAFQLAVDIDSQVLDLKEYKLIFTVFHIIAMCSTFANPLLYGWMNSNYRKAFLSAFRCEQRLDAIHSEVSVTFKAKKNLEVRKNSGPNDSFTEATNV
BB579 growth dn – chemicals that inhibit yeast BB579 growth in restrictive medium (lifespan-shortening candidates) | 0.51% of 140,000 active | AID 804 | S. cerevisiae BB579 growth, OD615, 48 h | inhibition, % at 10 µM;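 active = inhibition above a set limit, 3 SD over the mean compound inhibition, cut at about 44% in these data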; also: inactives centre near -24
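controls = amphotericin B 10 µg/mL, positive | assay system = DeaD yeast strain BB579 | schedule = 48 h compound exposure at 30 °C after 4 h preincubation | detection = OD615 turbidity measurement | medium = restrictive CSMM-D medium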
E-sel TNF inh – blocks E-selectin expression induced by TNF alpha; AID 1246; inhibition, % at 2 µM; 0.71% of 120,000 active; HUVEC TNFa-induced E-selectin immunofluorescence, high content;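 active = inhibition above the batch mean plus 3 SD, and confirmed as a hit on visual image review, cut at about 43% in these data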;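 also: 0% = TNF-stimulated DMSO wells and 100% = unstimulated control wells; not every result past the cut was called active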
Phagocytosis inh – macrophage phagocytosis inhibition; 0.07% of 110,000 active; J774A.1 macrophage IgG-bead phagocytosis, imaging; AID 1029; inhibition, % at 5 µM;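 active = inhibition above the mean of the plate negative controls plus 5 SD, cut at about 13% in these data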;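 also: phagocytic index as fraction of beads internalized from green versus red external bead signal; plate controls were DMSO negative control for no effect and cytochalasin-D positive control for full effect; some results beyond the cut were filed as inactive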
Measles CPE – protection of cells from measles virus; Measles virus-infected cells, CPE protection, absorbance; protection (pct of control), % at 4 µM; 1.5% of 140,000 active; in the data active = protection mostly above about 24%, no sharp cut-off; inactive = mostly below about 26%; also: some compounds called inactive have numbers as strong as hits
GALR2 antag – antagonists of human galanin receptor 2 (GALR2); GALR2-expressing cells, antagonist mode; 0.39% of 140,000 active; AID 828; inhibition, % at 4 µM; in the data active = inhibition above about 27%;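 also: cells stimulated with galanin 1-16 at roughly its EC80; 0% = agonist challenge control and 100% = basal control without agonist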
Target sequence (O43603 whole entry, looked up): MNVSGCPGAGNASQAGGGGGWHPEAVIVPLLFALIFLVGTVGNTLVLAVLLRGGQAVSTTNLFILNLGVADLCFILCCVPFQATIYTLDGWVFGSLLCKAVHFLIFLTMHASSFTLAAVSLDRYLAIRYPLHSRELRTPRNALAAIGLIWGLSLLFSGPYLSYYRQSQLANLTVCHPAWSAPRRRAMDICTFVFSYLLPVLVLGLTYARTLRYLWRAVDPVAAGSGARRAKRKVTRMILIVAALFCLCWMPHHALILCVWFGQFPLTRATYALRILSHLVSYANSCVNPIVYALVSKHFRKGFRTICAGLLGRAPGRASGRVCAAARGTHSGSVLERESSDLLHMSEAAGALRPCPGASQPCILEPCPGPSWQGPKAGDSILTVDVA
PTEN del growth – growth suppressors of cells with PTEN tumor suppressor deletion | HCT116 PTEN-null viability, CellTiter-Glo, 60 h; hits give low values | viability, % at 10 µM | 1.2% of 140,000 active;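 active = viability at or below a set limit, 4 SD under the median of all tested compounds, cut at about 3.7% in these data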;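 also: PTEN knockout HCT116 line with beta catenin targeted HCT116 as companion control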
HCT116 bCat-KO – beta-catenin-lacking colon tumor cell growth suppression. 1.5% of 140,000 active. HCT116 beta-catenin knockout viability, CellTiter-Glo, 60 h; hits give low values. AID 818. viability, % at 10 µM;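 active = viability at or under a set limit, the compound median less 4 SD, cut at about 6% in these data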;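 also: 0% = Hyamine 1622 control at 20 µM and 100% = untreated cell control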
MRP1 act – activates MRP-1. H69AR cells + doxorubicin, viability rescue, CellTiter-Glo. viability increase, % at 10 µM. 0.61% of 140,000 active;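 active = viability gain under doxorubicin at or above a set limit, the compound median plus 3 SD, cut at about 4.7% in these data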;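 also: MRP-1 overexpressing cells given doxorubicin 25 µM after compound pretreatment; 18-22 h compound pretreatment then 72 h with doxorubicin before readout; 0% = doxorubicin-only wells and 100% = vehicle-treated cells without doxorubicin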
Yeast life ext – extends the lifespan of yeast; S. cerevisiae growth with nicotinamide, OD615; deaD strain in restrictive glucose medium; inhibition of the nicotinamide effect, % at 10 µM; 0.68% of 130,000 active; AID 775;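 active = inhibition above a set limit, placed 3 SD over the median of all compounds, cut at about 26% in these data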;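 also: 0% = nicotinamide-treated wells and 100% = cells grown without nicotinamide; some compounds called inactive have numbers as strong as hits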
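System: Modified budding yeast, DeaD strain | Buffer or medium: Restrictive glucose medium | Also added: 1.5 mM nicotinamide | Doses: 10 µM single point, 0.25% DMSO | Schedule: 48 h compound exposure at 30 °C, humidified | Detection: Absorbance at 615 nm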
Numbers without * were called inactive; · = no result given. Random draw from the library; about 6.3% have a hit in one of these screens.

Each structure is followed by: MRP1 act	Phagocytosis inh	NPY Y2 blocker	E-sel TNF inh	GALR2 antag	Measles CPE	Yeast life ext	HCT116 bCat-KO	BB579 growth dn	PTEN del growth
Cc1ncoc1C(=O)Nc1cccc(Cl)c1C
→ 0.9	-1	2	-12	-7	4	-11	106	-47	120
Cc1nn(C)c(Oc2ccccc2)c1[N+](=O)[O-]
→ -4.8	0	2	2	12	17	-5	91	-58	101
CCC(C)c1cc(S(=O)(=O)N2CCOCC2)ccc1OC (stereo not given)
→ -2.2	-1	6	-41	6	5	16	95	-28	97
CC(C)CCNC(=O)C(c1cccs1)N(CC1CCCO1)C(=O)Cn1nnc2ccccc21 (stereo not given)
→ -1.3	-5	9	2	-3	13	3	92	-32	90
COc1ccc(C2=CC(c3ccc(OC)c(OC)c3)n3nnnc3N2)c(OC)c1 (stereo not given)
→ -5.4	1	1	-5	9	1	-24	79	-27	72
CC1(C)CC(=O)C2=C(C1)OC(N)=C(C#N)C2c1cc2c(cc1[N+](=O)[O-])OCO2 (stereo not given)
→ -2.2	-5	1	38	18	4	12	93	-3	93
Cc1ccc(C)c(S(=O)(=O)NCc2ccncc2)c1
→ -2.1	·	1	21	17	6	-17	75	10	69
Fc1ccc(CSc2nnc(-c3cccnc3)n2Cc2ccco2)cc1
→ -2.9	0	5	·	13	3	-2	71	-22	70
OC(COCc1cccs1)CN1CCCCCC1 (stereo not given)
→ -2.9	-1	2	-2	0	7	-16	91	-33	99
COc1ccc(C(=O)N2CCN(c3ccc(C)cc3C)CC2)cc1OC
→ 3.3	0	2	-14	8	7	-13	69	0	80
COc1cc(NC(=O)NC(C)(C(F)(F)F)C(F)(F)F)cc(OC)c1OC
→ 0.6	-2	2	-4	-6	7	4	106	-81	116
O=C1CS/C(=N/N=C2C3CC4CC(C3)CC2C4)N1
→ 1.2	-11	3	·	5	·	17	93	-27	100
O=C(N/N=C/c1cn(-c2cccs2)nc1-c1ccccc1)c1ccccc1Cl
→ -4.0	-1	-1	-4	7	12	-2	55	-21	46
C=C(C)Cn1c(Sc2nnc(C)s2)nc2c1c(=O)[nH]c(=O)n2C
→ 0.1	-1	1	25	-2	3	-3	106	-26	98
COc1ccc(S(=O)(=O)O/N=C2\CCSc3ccc(C)cc32)cc1
→ -3.5	-1	0	·	3	17	-4	101	-35	97
CCOc1ccc(N=C(NN)c2ccc3ccccc3n2)cc1
→ -4.2	-2	11	·	9	2	1	59	-18	57
CCOC(=O)Cn1c(=O)oc2cc(S(=O)(=O)Nc3cccc(C)c3)ccc21
→ -1.1	0	-4	·	0	2	-6	5.2*	-26	16
CS(=O)(=O)N(CC(=O)N1CCCC1)c1ccc(Cl)c(Cl)c1
→ -3.2	-2	3	7	-10	9	-3	97	-42	98
CC(C)CCNc1nc(N2CCCC2)c2c(c1C#N)CCN(C)C2
→ -5.4	-1	3	·	0	1	-8	50	16	51
CCCCCCCC(=O)NNC(=O)CCC(=O)O
→ -3.4	·	4	9	-9	18	-12	93	-8	88
Cc1cccc(OC(C)C(=O)NCc2ccc(S(N)(=O)=O)cc2)c1 (stereo not given)
→ -0.5	-5	1	·	3	12	-2	92	1	102
CC(C)Cc1nnc(NC(=O)c2ccc([N+](=O)[O-])cc2)s1
→ -3.0	·	3	-15	5	9	-24	105	-41	99
O=C(c1cc2ccccc2oc1=O)N(Cc1ccco1)Cc1cccs1
→ -1.2	-2	3	-1	3	29	-3	95	-38	100
O=S(=O)(c1ccc(NC(=S)NCCC(c2ccccc2)c2ccccc2)cc1)N1CCOCC1
→ -4.6	·	-3	·	0	19	-1	23	6	25
CCOC(=O)c1sc(=S)n(C)c1NC(=O)c1ccccc1
→ -1.8	-1	5	·	7	7	-1	106	-21	97
COc1ccccc1NC(=O)N1CCCC1C(=O)Nc1ccc2c(c1)OCO2 (stereo not given)
→ -1.8	·	-1	-5	2	12	-8	90	-28	93
COc1ccccc1C1SCCN1C(=O)c1ccc([N+](=O)[O-])cc1 (stereo not given)
→ -1.1	-3	1	·	-10	28	1	89	-36	98
O=C(NC1CCCCCC1)C1CCN(S(=O)(=O)N2CCC3(CC2)OCCO3)CC1
→ -1.6	·	0	-1	-1	7	-20	98	-29	97
CC1(C)CC(=O)C2=C(C1)OC(N)=C(C#N)C2c1ccsc1 (stereo not given)
→ -2.2	0	-1	-32	-1	4	4	89	1	91
CC(=O)c1ccc(N2CCCC2)c(F)c1
→ 1.9	2	0	·	-8	16	-12	98	-71	90
COc1cccc(/C=N/NC(=O)C(=O)NCc2cccnc2)c1O
→ 3.7	-16	1	-5	1	12	-6	93	-4	89
CC1CCN(c2nc(-c3ccccc3O)nc3ccccc23)CC1
→ -1.0	·	0	12	14	38*	-13	68	-41	67
COc1ccc(OC)c(-n2c(=S)[nH]c3cc(C(=O)N4CCC(C(N)=O)CC4)ccc3c2=O)c1
→ -0.9	0	-1	·	-5	4	-13	96	-6	96
CCc1ccccc1NC(=O)C(C)n1nc([N+](=O)[O-])c(Br)c1C (stereo not given)
→ -0.3	·	1	-35	-2	14	-13	101	-52	107
Cc1nnc(NC(=O)c2cccc(S(=O)(=O)N3CC(c4ccccc4)CC3=O)c2)s1 (stereo not given)
→ -0.5	·	2	21	-5	2	-11	92	-23	98
Cc1cccc(C(=O)NC(=S)Nc2ccccc2C(F)(F)F)c1
→ 0.2	-6	3	·	3	24	-2	98	-22	98
C/C(NCc1cccnc1)=C(\C#N)C(=O)NCc1ccccc1
→ -0.8	0	3	-3	17	3	-7	106	-61	102
O=C1NCCCc2c1no[n+]2[O-]
→ -0.6	-1	-1	14	3	0	-14	84	-32	98
CC1=NN(c2ccccc2)C(=O)C1N=Nc1ccccc1 (stereo not given)
→ -3.9	-3	4	8	10	7	-4	86	-25	81
CCCC1(C(=O)OC)NC(c2cc(OC)c(OC)c(OC)c2)C2C(=O)N(CC)C(=O)C21 (stereo not given)
→ -3.1	·	2	-14	10	6	-7	94	-16	111
O=C(Cn1c(COc2ccccc2)nc2ccccc21)Nc1cc(Cl)ccc1Cl
→ -3.2	-11	-1	·	1	6	-1	69	-33	66
CN(Cc1ccccc1)C(NC(=O)c1ccccc1)C(Cl)(Cl)Cl (stereo not given)
→ -1.1	·	-3	-32	1	2	-5	100	-7	112
Cc1ccc(-c2nc(NC(=O)c3nn(C)cc3[N+](=O)[O-])sc2C)cc1
→ 1.4	·	-3	87*	8	11	-19	1.4*	-31	1.4*
COc1ccc(-c2cc(C(=O)OCC(=O)N3CCCC3)c3ccccc3n2)cc1
→ -1.5	0	3	-24	-6	49	-17	102	-73	82
c1ccc(-c2nc(-n3nc4ccccc4n3)nc3ccccc23)cc1
→ -2.8	2	27*	·	-2	39	-6	84	-48	68
CC(C)CC(=O)Nc1ccc(N2CCOCC2)cc1
→ -1.2	1	-2	·	-6	10	-16	83	7	105
CC1=CC=CN2CC(O)CN=C12 (stereo not given)
→ -2.2	·	-1	·	4	3	-11	99	5	88
O=C1C2C3C=CC(C3)C2C(=O)N1CN(Cc1ccccc1)CN1C(=O)C2C3C=CC(C3)C2C1=O (stereo not given)
→ 0.2	-1	-2	·	-16	8	-8	84	-34	92
COC(=O)CSc1cnc2ccccc2n1
→ -0.4	0	4	3	-16	1	-19	103	-40	114
Cc1ccc(NC(=O)CCCN2C(=O)c3cccc4cccc(c34)C2=O)cc1
→ -3.7	-2	4	·	-3	13	7	60	-52	48
CC(=O)Nc1ccccc1C(=O)C(=O)Nc1ccc(C)c(F)c1
→ 0.5	-14	1	-14	3	16	-3	85	-60	99
Cc1nc([N+](=O)[O-])c(Sc2nc3ccccc3[nH]2)n1Cc1ccccc1
→ -4.8	-10	2	7	10	5	-2	11	-10	16
Oc1ccc(C=Nc2ccccc2-c2nc3ccccc3[nH]2)c(O)c1
→ -2.1	-7	-3	1	1	9	-5	80	-29	81
Nc1c(Br)cc2oc(-c3ccccc3)nc2c1Br
→ -5.2	-9	3	-60	-7	8	-6	68	-23	74
CCCCOc1ccc(C(=O)CCN2CCCCC2)cc1
→ -3.2	·	1	·	10	18	8	91	-34	83
CC1CN(S(=O)(=O)c2cccc(C(=O)OC/C(O)=C(\C#N)c3nc4ccccc4[nH]3)c2)CC(C)O1 (stereo not given)
→ -4.9	-6	0	-17	11	18	3	29	-63	47
Nc1nnc(SCC(=O)NC23CC4CC(CC(C4)C2)C3)s1
→ -1.5	0	-2	10	-8	18	-3	98	-1	95
C=CCN1C(=O)/C(=C2/Sc3ccccc3N2C)SC1=Nc1c(C)n[nH]c1C
→ -4.0	-1	8	-8	-4	6	-20	110	-19	116
CCCc1cc(C(N)=O)c(NC(=O)c2cc(C)on2)s1
→ -1.6	-1	-1	-21	4	16	-10	96	-8	87
COc1ccc2[nH]c(=O)c(CN(C(=O)c3ccccn3)c3ccccc3)cc2c1
→ -1.4	0	3	·	0	4	-14	86	-9	83

Following part
Each structure is followed by: MRP1 act	Phagocytosis inh	NPY Y2 blocker	E-sel TNF inh	GALR2 antag	Measles CPE	Yeast life ext	HCT116 bCat-KO	BB579 growth dn	PTEN del growth
CCOC(=O)Cn1c(=O)c2c(nc(N3CCOCC3)n2C)n(C)c1=O
→ -1.7	0	1	8	-9	11	-5	93	-30	95
CCOC(=O)c1c(C)nc2ccccn12
→ -1.3	-1	1	-43	-1	5	-7	94	-17	103
O=C(Cn1ccc2ccccc2c1=O)NCC1COc2ccccc2O1 (stereo not given)
→ 0.6	0	3	·	0	10	-3	101	-35	104
CCn1c(C(c2ccccc2)c2ccccc2)n[nH]c1=S
→ -1.0	0	0	4	-10	5	-8	84	-7	79
O=C1CC(c2ccccc2)C(C(=O)O)N1 (stereo not given)
→ 0.1	-1	2	·	18	7	-4	96	4	96
O=S(=O)(NCC(c1ccco1)N1CCN(c2ccccc2F)CC1)c1ccc(F)cc1 (stereo not given)
→ -0.9	-5	1	23	-13	29	8	77	-20	82
O=C(Nc1ccccc1Sc1ccccc1)c1ccc(F)cc1
→ -1.8	-7	6	·	12	5	-5	86	-10	77
CC(C)(C)c1nnc(N/N=C/c2ccccc2O)n(N)c1=O
→ 0.5	-12	0	·	20	3	9	15	-43	15
CCOC(=O)C1=C(O)/C(=C/N(C)C)N=C1C
→ -0.2	-1	1	11	0	7	2	106	-28	106
O=C(NCc1ccccc1)N(Cc1cc2cc3c(cc2[nH]c1=O)OCO3)CC1CCCO1 (stereo not given)
→ -1.4	-1	1	·	21	4	-14	89	-22	91
CC(=O)c1cc2c(cc1NC(=O)CN1CCN(c3cccc(C(F)(F)F)c3)CC1)OCO2
→ 4.3	·	3	7	-8	7	-4	88	-37	87
CCOc1ccccc1NC(=O)CSc1nnc(-c2cnccn2)n1CC
→ -3.6	-1	3	-32	12	7	-7	79	-12	96
CCOC(=O)C(C(=O)OCC)[C@@H]1CS(=O)(=O)C[C@H]1C(C(=O)OCC)C(=O)OCC
→ 0.5	0	3	-12	14	3	-13	105	-12	89
